Compound activity (PubChem BioAssay)
Yeast growth tox – Inhibits yeast growth, turbidity readout; S. cerevisiae wild-type growth, A595 turbidity, 16 h; growth inhibition, % at 25 µM (by protocol); actives 0.3% (n = 30,000);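 active = mutant and wild-type yeast strains alike exhibit over 30% growth inhibition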;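 note: 0% = untreated cell controls and 100% = YPD media blanks without cells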
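Schedule: 16 h growth with compound, 30 °C. System: yeast, wild-type or eIF2Bepsilon-R284H mutant. Doses: one dose, 25 µM compound[…]. Buffer or medium: YPD. Signal: turbidity measured as absorbance at 595 nm. Read-out basis: growth inhibition (%) versus cell controls and blanks.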
Yeast eIF2B – eIF2B (yeast) activity modulation; S. cerevisiae eIF2B-epsilon R284H, GCN4-lacZ luminescence; inhibition, % at 25 µM (by protocol); actives 0.91% (n = 27,000);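 active = mutant luminescence inhibited past about 50% while wild type luminescence and mutant growth stay under set limits, limit read from the data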; note: some compounds called inactive have numbers as strong as hits
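System: Yeast eIF2B-epsilon R284H mutant carrying GCN4–beta-galactosidase fusion | Read-out basis: Percent inhibition, luminescence and growth | Compound: 25 µM single dose | Times: 16 h at 30 °C exposure | Measured by: Luminescence and A595 | Buffer or medium: YPD medium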
Yeast growth tox inhibition % – also measured in Yeast growth tox; calls as there; growth inhibition, %; S. cerevisiae eIF2Bepsilon-R284H mutant growth, A595 turbidity, 16 h;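 each compound tested once at 25 µM; 0% equals untreated cells and 100% equals cell-free medium blanks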
Yeast eIF2B mutant toxicity – second read-out of Yeast eIF2B, no call of its own (marks repeat the call); growth inhibition, %; measured here: mutant yeast growth, toxicity;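 each compound tested once at 25 µM; zero equals untreated control growth and 100 equals blank medium absorbance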
* = called active by the depositor; / = no result given.

1. CCOC(=O)C1CCCN(C(=O)C(C)Oc2ccc(Cl)cc2Cl)C1 (configuration not stated)
2. Cc1noc(C)c1C(=O)N1CCc2ccccc2C1
3. O=C(CCS(=O)(=O)Cc1ccccc1F)N1CCc2ccccc2C1
4. COc1ccc(N2C(=O)C(CC(=O)O)S/C2=C\C(C)=O)cc1 (configuration not stated)
5. C=CCn1c(Cc2cccs2)nnc1SCC(=O)Nc1cc(OC)cc(OC)c1
6. CCOC(=O)/C=c1\s/c(=C\c2c(OCC)ccc3ccccc23)c(=O)n1CC(=O)NCC1CCCO1 (configuration not stated)
7. COCCn1c(C)nc2oc3ccc(Br)cc3c(=O)c2c1=O
8. COc1ccc(NC(=O)c2cccc(Cn3cc(Br)cn3)c2)cn1

Compound,1,2,3,4,5,6,7,8
Yeast growth tox,11.7,12.4,1.7,-1.3,12.3,5.2,3.1,8.3
Yeast growth tox inhibition %,-10.0,3.7,9.7,8.1,-22.2,-28.6,3.9,3.1
Yeast eIF2B,46.8,/,/,26.4,29.6,14.6,20.5,-13.1
Yeast eIF2B mutant toxicity,-10.0,/,/,8.1,-22.2,-28.6,3.9,3.1

9. CCN(CC)c1ncnc2sc(C(=O)N3CCN(c4ccccc4)CC3)c(C)c12
10. NC12CCc3c(no[n+]3[O-])C1(O)CC(c1ccccc1)=[N+]2[O-] (configuration not stated)
11. C=CCc1ccc(OCC(O)CN2CCC(Cc3ccccc3)CC2)c(OC)c1 (configuration not stated)
12. Cc1ccc(Cl)cc1N1CCN(C(=O)C2CCN(S(=O)(=O)c3cnc[nH]3)CC2)CC1
13. O=C(c1ccccc1)c1ccc(OCC(O)CN2CCOCC2)cc1 (configuration not stated)
14. COc1ccc(OC)c2[nH]c(=O)c(CCNS(=O)(=O)c3ccc(C)cc3)cc12
15. c1ccc(N2CCN(c3ccccc3)C2c2cccs2)cc1
16. C(#CCN1CCOCC1)COCCOC(c1ccccc1)c1ccccc1

Compound,9,10,11,12,13,14,15,16
Yeast growth tox,-12.2,11.2,5.8,27.4,-0.8,-0.2,22.9,14.4
Yeast growth tox inhibition %,-23.8,12.5,16.7,10.3,-14.3,-22.6,14.3,12.8
Yeast eIF2B,38.9,-1.5,10.2,17.9,27.4,/,14.0,10.3
Yeast eIF2B mutant toxicity,-23.8,12.5,16.7,10.3,-14.3,/,14.3,12.8

Some of these compounds in order of SMILES length, ascending.
15. c1ccc(N2CCN(c3ccccc3)C2c2cccs2)cc1
7. COCCn1c(C)nc2oc3ccc(Br)cc3c(=O)c2c1=O
16. C(#CCN1CCOCC1)COCCOC(c1ccccc1)c1ccccc1
8. COc1ccc(NC(=O)c2cccc(Cn3cc(Br)cn3)c2)cn1
4. COc1ccc(N2C(=O)C(CC(=O)O)S/C2=C\C(C)=O)cc1 (configuration not stated)
11. C=CCc1ccc(OCC(O)CN2CCC(Cc3ccccc3)CC2)c(OC)c1 (configuration not stated)
9. CCN(CC)c1ncnc2sc(C(=O)N3CCN(c4ccccc4)CC3)c(C)c12
10. NC12CCc3c(no[n+]3[O-])C1(O)CC(c1ccccc1)=[N+]2[O-] (configuration not stated)
14. COc1ccc(OC)c2[nH]c(=O)c(CCNS(=O)(=O)c3ccc(C)cc3)cc12
12. Cc1ccc(Cl)cc1N1CCN(C(=O)C2CCN(S(=O)(=O)c3cnc[nH]3)CC2)CC1

Compound,15,7,16,8,4,11,9,10,14,12
Yeast growth tox,22.9,3.1,14.4,8.3,-1.3,5.8,-12.2,11.2,-0.2,27.4
Yeast growth tox inhibition %,14.3,3.9,12.8,3.1,8.1,16.7,-23.8,12.5,-22.6,10.3
Yeast eIF2B,14.0,20.5,10.3,-13.1,26.4,10.2,38.9,-1.5,/,17.9
Yeast eIF2B mutant toxicity,14.3,3.9,12.8,3.1,8.1,16.7,-23.8,12.5,/,10.3

6. CCOC(=O)/C=c1\s/c(=C\c2c(OCC)ccc3ccccc23)c(=O)n1CC(=O)NCC1CCCO1 (configuration not stated)

Compound,6
Yeast growth tox,5.2
Yeast growth tox inhibition %,-28.6
Yeast eIF2B,14.6
Yeast eIF2B mutant toxicity,-28.6

(further entries)
17. COc1ccc(OCCCC(=O)NCC(C)C)cc1
18. COc1cc(/C=c2\sc3n(c2=O)C(c2ccccc2)C(c2ccccc2)=NN=3)ccc1O (configuration not stated)
19. O=C(CCn1c(=O)[nH]c2ccccc2c1=O)N1CCN(c2ccc(Cl)cc2)CC1
20. CCn1c(C(=O)N2CCCC(C(=O)O)C2)cc2sccc21 (configuration not stated)
21. O=C(Nc1ccc(Sc2ccc(Br)cc2)cc1)c1ccco1
22. Clc1ccc(-c2nnc(-c3ccco3)o2)cc1
23. CCOC(=O)c1ccc(COc2nc3ccccc3nc2-c2ccccc2NC(C)=O)o1
24. Cc1cccc(-c2noc(-c3ccc(F)cc3)n2)c1

Compound,17,18,19,20,21,22,23,24
Yeast growth tox,0.4,-25.8,-36.1,9.4,9.2,8.4,-4.7,-3.1
Yeast growth tox inhibition %,7.7,-15.9,-35.7,0.0,-52.4,3.5,-22.2,9.1
Yeast eIF2B,/,25.5,23.8,5.0,30.1,26.0,/,22.1
Yeast eIF2B mutant toxicity,/,-15.9,-35.7,/,-52.4,3.5,/,9.1

25. Cc1ccc(-n2nc(C(=O)NCc3ccc(C)o3)c3c4ccccc4n(C)c3c2=O)cc1
26. CCC(C)NC(=O)CNC(=O)Cn1c(C)cc2ccccc2c1=O (configuration not stated)
27. O=C(N/C=N/O)C1=NOC(CNc2ncc(C(F)(F)F)cc2Cl)C1 (configuration not stated)
28. COc1ccc(-c2c3c(=O)n(C)c(=O)n(C)c3cn2-c2cc(OC)ccc2OC)cc1
29. Clc1ccc(CNc2nc(N3CCOCC3)nc(N3CCOCC3)n2)cc1
30. COc1ccccc1N1CCN(CCCNC(=O)Nc2ccccc2)CC1
31. CSc1nc(N2CCOCC2)c2c(c1C#N)CC(C)(C)OC2
32. c1ccc2c(N3CCOCC3)nc(N3CCOCC3)nc2c1
33. Cc1nc(-c2c(-c3ccc(O)cc3O)noc2C(F)(F)F)cs1

Compound,25,26,27,28,29,30,31,32,33
Yeast growth tox,-1.4,6.9,3.7,15.4,-2.3,-1.9,0.7,13.8,19.4
Yeast growth tox inhibition %,-8.1,-4.5,7.6,-6.7,7.5,-3.2,0.0,0.0,6.9
Yeast eIF2B,16.3,24.1,27.3,12.0,/,13.6,/,/,15.4
Yeast eIF2B mutant toxicity,-8.1,-4.5,7.6,-6.7,/,-3.2,/,/,6.9

Some of the compounds tested (hit frequency here may not be typical).
